High-throughput results from PubChem BioAssay.
SIRT5 block: SIRT5 desuccinylase inhibitors, primary screen, biochemical, fluorescence imaging, single point, set 5. NAD-dependent protein deacylase sirtuin-5, mitochondrial (Homo sapiens), Q9NXA8. Purified SirT5, succinyl-peptide AMC, trypsin-coupled fluorescence. inhibition, % at 15 µM. actives 1.1% (n = 330,000); in the data active means inhibition above about 15%
Target sequence (Q9NXA8 whole entry, looked up): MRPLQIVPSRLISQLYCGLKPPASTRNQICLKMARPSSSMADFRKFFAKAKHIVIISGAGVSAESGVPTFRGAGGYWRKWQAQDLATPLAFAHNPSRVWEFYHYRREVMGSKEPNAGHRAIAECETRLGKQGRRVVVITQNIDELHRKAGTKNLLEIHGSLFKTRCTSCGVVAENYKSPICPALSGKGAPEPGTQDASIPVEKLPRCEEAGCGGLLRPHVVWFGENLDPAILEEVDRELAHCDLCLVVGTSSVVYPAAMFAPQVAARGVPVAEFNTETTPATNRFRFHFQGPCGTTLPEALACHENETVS
S100A4 inh HTS: inhibitors of S100A4-myosin IIA peptide binding, primary screen, biochemical, fluorescence polarization, TAMRA-MyoIIA peptide; AID 652163, 2013; inhibition, % at 10.7 µM; actives 0.14% (n = 360,000); Protein S100-A4 (Homo sapiens), P26447;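 active means mean inhibition of at least 70% across replicates, with every replicate also reaching that level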
Target sequence (P26447 whole entry, looked up): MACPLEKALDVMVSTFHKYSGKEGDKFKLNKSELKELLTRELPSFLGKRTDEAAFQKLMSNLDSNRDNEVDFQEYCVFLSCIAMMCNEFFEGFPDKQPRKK
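Material: human S100A4 monomer with TAMRA-labelled myosin IIA peptide; buffer or medium: HEPES pH 7.2 with CaCl2, KCl, NaCl, DTT, Triton; compound dosing: one concentration per compound; schedule: 5 min incubation before reading; benchmarks: neutral control DMSO, positive control TFP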
C2C12 statin: suppressors of statin myotoxicity in C2C12 myotubes, primary screen, cell-based, single point, plate reader; C2C12 myotubes + simvastatin, ATP luminescence, 48 h; scaled: DMSO 0, geranylgeraniol control 100; rescue of ATP level, % at 7.49 µM; actives 0.78% (n = 330,000); AID 602340, 2012;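 active means mean ATP rescue above about 67%, or every replicate alone reaching that limit, limit read from the data, passing the limit was not always enough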;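 further: myotubes were challenged with 10 µM simvastatin during compound exposure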
PglD DTNB: C. jejuni PglD acetyltransferase inhibitors, primary screen, biochemical, DTNB colorimetric, single point; inhibition, % at 12.5 µM; purified PglD enzyme, DTNB colorimetric CoA detection; actives 0.098% (n = 360,000); UDP-N-acetylbacillosamine N-acetyltransferase PglD (Campylobacter jejuni); in the data active means inhibition above about 16%, passing the limit was not always enough; further: strong numbers were not always called active
ERp5 inh: inhibitors of ERp5-driven insulin aggregation, primary screen, biochemical, turbidity, absorbance 650 nm, single point | Protein disulfide-isomerase A6 (Homo sapiens), Q15084 | 90 min | inhibition, % at 9.99 µM | actives 0.05% (n = 350,000);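 active means mean replicate inhibition above about 25%, with every replicate also reaching it, limit read from the data, passing the limit was not always enough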
DENV2 CPE rescue: inhibitors of DENV2 cytopathic effect, primary screen, cell-based, plate reader, single concentration; DENV2-infected cells, cytopathic effect rescue; CPE inhibition, % at 9.99 µM; actives 1.7% (n = 350,000); AID 651640, 2012; in the data active means CPE inhibition above about 20%, passing the limit was not always enough; tested in BHK-21 cells;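 further: 0% = median of neutral control wells and 100% = median of positive control wells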
E-selectin induc: E-selectin induction in HUVECs, primary screen, imaging, HUVEC, immunofluorescence imaging, single point; P16581; normalized: neutral wells 0, TNF-alpha wells 100; activation, % at 7.58 µM; actives 0.37% (n = 260,000);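 active means mean E-selectin-positive cell signal at least 10% of the positive control, reached in at least 60% of replicates, without over 20% cell loss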;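 further: in these data hits start at about 27%; measured in HUVEC primary endothelial cells; signal is the percent of cells scored E-selectin positive by PE staining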
Target sequence (P16581 whole entry, looked up): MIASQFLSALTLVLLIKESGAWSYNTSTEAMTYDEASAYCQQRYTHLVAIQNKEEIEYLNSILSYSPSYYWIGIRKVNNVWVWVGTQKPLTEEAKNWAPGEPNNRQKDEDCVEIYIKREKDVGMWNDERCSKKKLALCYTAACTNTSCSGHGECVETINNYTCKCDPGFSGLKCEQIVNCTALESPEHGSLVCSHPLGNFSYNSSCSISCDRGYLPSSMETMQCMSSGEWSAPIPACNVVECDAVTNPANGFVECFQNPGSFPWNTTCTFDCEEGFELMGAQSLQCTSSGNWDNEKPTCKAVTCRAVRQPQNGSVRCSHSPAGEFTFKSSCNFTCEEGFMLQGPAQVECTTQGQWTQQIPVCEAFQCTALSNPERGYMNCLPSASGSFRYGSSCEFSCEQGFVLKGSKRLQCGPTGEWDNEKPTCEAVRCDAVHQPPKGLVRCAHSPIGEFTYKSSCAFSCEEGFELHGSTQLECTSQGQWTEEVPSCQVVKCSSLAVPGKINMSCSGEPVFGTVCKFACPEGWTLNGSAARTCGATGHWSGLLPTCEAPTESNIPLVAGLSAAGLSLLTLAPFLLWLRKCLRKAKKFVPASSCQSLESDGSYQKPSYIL
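assay system = HUVEC, human umbilical vein endothelial cells | input = 3,000 HUVEC seeded per well | medium = EGM-2 growth medium on 0.1% gelatin-coated wells | dosing = one compound dose added by pin transfer | signal = immunofluorescence imaging | read-out basis = % PE-positive cells | control set = TNF-alpha, DMSO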
Active calls of the source: *. Only part of the results is shown; count on the stated rates, not on these rows.

Start of the data: the first 2 entries, to show the layout:
Results for O=C(c1cccc(F)c1)N1CC(=O)N2[C@@H](CO)[C@H](c3ccc(-c4cccnc4)cc3)[C@@H]2C1 ?
SIRT5 block: -3; S100A4 inh HTS: -21; ERp5 inh: -1; DENV2 CPE rescue: -6; E-selectin induc: 0.7

Results for COc1ccc(N(CC(=O)Nc2ccccc2Cl)S(=O)(=O)c2ccc(C)cc2)cc1OC ?
SIRT5 block: 0; S100A4 inh HTS: -6; C2C12 statin: 1; PglD DTNB: 3; ERp5 inh: 3; DENV2 CPE rescue: 6

This part in full, repeating the preview:
Results for O=C(c1cccc(F)c1)N1CC(=O)N2[C@@H](CO)[C@H](c3ccc(-c4cccnc4)cc3)[C@@H]2C1 ?
SIRT5 block: -3; S100A4 inh HTS: -21; ERp5 inh: -1; DENV2 CPE rescue: -6; E-selectin induc: 0.7

Results for COc1ccc(N(CC(=O)Nc2ccccc2Cl)S(=O)(=O)c2ccc(C)cc2)cc1OC ?
SIRT5 block: 0; S100A4 inh HTS: -6; C2C12 statin: 1; PglD DTNB: 3; ERp5 inh: 3; DENV2 CPE rescue: 6

Results for Cc1ccc(S(=O)(=O)Nc2ccccc2F)cc1C(=O)NNC(=O)c1csc(N2CCOCC2)n1 ?
SIRT5 block: 4; S100A4 inh HTS: 5; C2C12 statin: -8; PglD DTNB: 0; ERp5 inh: 5; DENV2 CPE rescue: -1

Results for COc1ccc(C(CNC(=O)c2ccc(S(=O)(=O)N3CCCC3)cc2)N2CCOCC2)cc1 (centres undefined) ?
SIRT5 block: -4; S100A4 inh HTS: -3; C2C12 statin: -17; PglD DTNB: -5; ERp5 inh: 21; DENV2 CPE rescue: -3; E-selectin induc: -3.2

What do the screens show for `CC(=O)N1CCN2C(=O)C1CCCC(=O)c1cc(C(C)C)ccc12` (centres undefined)?
S100A4 inh HTS: 7; C2C12 statin: -5; PglD DTNB: -2

Results for COc1ccccc1C(=O)NCCC(=O)NCC(C)(C)N1CCOCC1 ?
SIRT5 block: -2; S100A4 inh HTS: -3; PglD DTNB: -6; ERp5 inh: 6; DENV2 CPE rescue: -4; E-selectin induc: 0.1

What do the screens show for `CN1C[C@@H]2C(c3ccccc3)C3(c4ccccc4)CC2(C3)[C@H]1c1ccccc1` (some centres undefined)?
S100A4 inh HTS: -1; C2C12 statin: 15; PglD DTNB: -3; ERp5 inh: 0; E-selectin induc: 0.0

How did O=C(C[C@H]1C[C@@H]2c3cc(NC(=O)CC4CC4)ccc3O[C@@H]2[C@@H](CO)O1)NCCc1ccccc1 do in these assays?
SIRT5 block: 1; S100A4 inh HTS: -2; C2C12 statin: 4; PglD DTNB: 1; ERp5 inh: 0; DENV2 CPE rescue: -1; E-selectin induc: -0.3

Results for O=C(C1CC2C=CC1C2)N1CCN(c2ccccc2)CC1 (centres undefined) ?
SIRT5 block: 10; S100A4 inh HTS: -2; C2C12 statin: 0; PglD DTNB: 3; ERp5 inh: 0; DENV2 CPE rescue: -1

Results for CCn1ccc(C(=O)NCc2ccc3c(c2)OCO3)n1 ?
SIRT5 block: 4; S100A4 inh HTS: -2; PglD DTNB: 1; ERp5 inh: 9; DENV2 CPE rescue: 3; E-selectin induc: -2.9

How did COc1ccc(C#Cc2ccc3c(c2)[C@H]2[C@H](CCN2C(=O)c2ccncc2)[C@@H](CO)N3)cc1 do in these assays?
SIRT5 block: 9; S100A4 inh HTS: -5; ERp5 inh: -2; DENV2 CPE rescue: -2; E-selectin induc: 0.7

Results for CC1(C)CC(=O)C=C(Nc2ccc(O)cc2)C1 ?
S100A4 inh HTS: -4; C2C12 statin: 1; PglD DTNB: 6; ERp5 inh: -6; DENV2 CPE rescue: 2; E-selectin induc: 0.1

Results for CN(CC(=O)Nc1cccc(F)c1)C(=O)CSc1nc2ccccc2s1 ?
SIRT5 block: -3; S100A4 inh HTS: -3; C2C12 statin: 0; ERp5 inh: -3; DENV2 CPE rescue: 61*; E-selectin induc: 2.5

What do the screens show for `CCCNC(=O)c1ccc(N2CCC3(CC2)CC(c2cccc(Br)c2)=NO3)c(NC(=O)c2ccc(Cl)c([N+](=O)[O-])c2)c1`?
C2C12 statin: -14; PglD DTNB: -4; E-selectin induc: 0.1

What do the screens show for `C[C@@H]1CN([C@H](C)CO)C(=O)Cc2cc(NS(=O)(=O)c3cccs3)ccc2O[C@H]1CN(C)Cc1ccc(Oc2ccccc2)cc1`?
SIRT5 block: 5; S100A4 inh HTS: 1; C2C12 statin: 40; PglD DTNB: -3; ERp5 inh: 7; DENV2 CPE rescue: -3; E-selectin induc: 0.3

Results for CCc1nc(N[C@@H](CC(C)C)C(=O)O)c2oc3ccccc3c2n1 ?
SIRT5 block: 2; S100A4 inh HTS: 0; C2C12 statin: 5; PglD DTNB: 0; ERp5 inh: 2

Results for O=C(NCCF)[C@H]1C[C@@H]1[C@H](NP(=O)(c1ccccc1)c1ccccc1)c1ccccc1 ?
SIRT5 block: -1; S100A4 inh HTS: 1; C2C12 statin: 1; PglD DTNB: 0; ERp5 inh: 2; DENV2 CPE rescue: 7; E-selectin induc: -0.1

What do the screens show for `COc1ccc(NC(=O)N(C)C[C@@H]2Oc3c(NC(=O)CCCCCC(=O)Nc4ccccc4N)cccc3C(=O)N([C@@H](C)CO)C[C@@H]2C)cc1`?
S100A4 inh HTS: -1; ERp5 inh: 0; DENV2 CPE rescue: -4; E-selectin induc: 0.1

What do the screens show for `C[C@H](CO)N1C[C@H](C)[C@H](CN(C)C(=O)Nc2ccc(C(F)(F)F)cc2)OCCCC[C@H](C)Oc2ccc(NS(=O)(=O)c3cn(C)cn3)cc2C1=O`?
SIRT5 block: -2; S100A4 inh HTS: -8; PglD DTNB: 2; ERp5 inh: 3; DENV2 CPE rescue: -14; E-selectin induc: 0.8

What do the screens show for `CCOC(=O)c1c(C)[nH]c(C)c1C(=O)COC(=O)/C=C/c1ccc(Cl)cc1`?
S100A4 inh HTS: -3; ERp5 inh: -4; DENV2 CPE rescue: 1

What do the screens show for `Cc1ccc(-c2c(C(=O)N/N=C/c3ccc(OC(C)C)cc3)nnn2-c2nonc2N)cc1`?
SIRT5 block: -3; S100A4 inh HTS: 6; C2C12 statin: -10; PglD DTNB: -2; ERp5 inh: -4; DENV2 CPE rescue: -4

How did Cc1cccc(C(=O)Nc2nnc(COc3ccccc3)s2)c1 do in these assays?
SIRT5 block: -1; S100A4 inh HTS: 5; ERp5 inh: 1; DENV2 CPE rescue: -6

Results for N#CCCN(C(=O)COC(=O)CSc1ccc(Cl)cc1)c1ccccc1 ?
SIRT5 block: 8; S100A4 inh HTS: -3; C2C12 statin: 0; PglD DTNB: -2; ERp5 inh: -4; DENV2 CPE rescue: -11

What do the screens show for `CCc1ccccc1NC(=O)C1NC(=O)CC1c1ccccc1` (centres undefined)?
S100A4 inh HTS: -2; C2C12 statin: 3; PglD DTNB: 2; ERp5 inh: 2; DENV2 CPE rescue: 2; E-selectin induc: -0.3

How did COc1ccc(NC(=O)C2(C)CCN2Cc2ccc(OC(F)(F)F)cc2)cc1OC (centres undefined) do in these assays?
SIRT5 block: 3; S100A4 inh HTS: -4; C2C12 statin: -6; PglD DTNB: 0; ERp5 inh: -3; DENV2 CPE rescue: -10; E-selectin induc: -0.1

How did Cn1c(=O)c2cc(NC(=S)NC3CC3)ccc2n1Cc1ccccc1 do in these assays?
S100A4 inh HTS: -3; C2C12 statin: -1; PglD DTNB: -3; ERp5 inh: 4; DENV2 CPE rescue: 3; E-selectin induc: -0.1

Results for C=CCn1c(SCC(=O)N2CCc3ccccc3C2)nc2sc(C)c(C)c2c1=O ?
SIRT5 block: 1; S100A4 inh HTS: -6; ERp5 inh: 2; DENV2 CPE rescue: -13; E-selectin induc: -0.3

What do the screens show for `COC(=O)c1[nH]c2cccc(OC)c2c1NC(=O)CN1CCC(C(N)=O)(N2CCCCC2)CC1`?
S100A4 inh HTS: -3; C2C12 statin: -8; PglD DTNB: 2; ERp5 inh: 2

What do the screens show for `Cc1cc(C)cc(N(CCC#N)C(=O)COC(=O)C2CCN(S(=O)(=O)c3ccc(C)c(C)c3)CC2)c1`?
SIRT5 block: 0; S100A4 inh HTS: 0; C2C12 statin: -3; PglD DTNB: 0; ERp5 inh: -5; DENV2 CPE rescue: 0; E-selectin induc: 0.4

Results for O=C(CN1C(=O)NC2(CCCCCC2)C1=O)c1ccc(Cl)s1 ?
SIRT5 block: -2; S100A4 inh HTS: -7; C2C12 statin: -47; PglD DTNB: 7; ERp5 inh: 2; DENV2 CPE rescue: 3

Results for CC1=NN(C(=O)CSCc2ccccc2)C(O)(c2ccc(F)cc2)C1 (centres undefined) ?
SIRT5 block: -4; S100A4 inh HTS: -6; C2C12 statin: 5; PglD DTNB: -2; ERp5 inh: -4; DENV2 CPE rescue: -6; E-selectin induc: -0.4

How did CN(CCc1ccccn1)C1CCCN(S(=O)(=O)c2ccccc2Cl)C1 (centres undefined) do in these assays?
SIRT5 block: -2; S100A4 inh HTS: 1; C2C12 statin: 4; PglD DTNB: -2; ERp5 inh: 2; DENV2 CPE rescue: 0

What do the screens show for `Cc1cc(C)nc(Nc2n[nH]c(C)n2)n1`?
SIRT5 block: -1; S100A4 inh HTS: -4; ERp5 inh: -10; DENV2 CPE rescue: -3; E-selectin induc: -0.3

How did CCCn1cc(S(=O)(=O)c2ccccc2)c(=O)c2cc(F)c(N3CCN(C)CC3)cc21 do in these assays?
SIRT5 block: -3; S100A4 inh HTS: -1; C2C12 statin: -1; PglD DTNB: 5; DENV2 CPE rescue: -10; E-selectin induc: 0.3

What do the screens show for `O=C(NNC(=O)c1nn(-c2ccc(F)cc2)ccc1=O)c1ccc(Cl)cc1`?
SIRT5 block: -3; S100A4 inh HTS: -3; C2C12 statin: 2; PglD DTNB: 0; ERp5 inh: -3; DENV2 CPE rescue: 9

How did O=C(Nc1ccncc1)C1CCCN(S(=O)(=O)c2cccc3cccnc23)C1 (centres undefined) do in these assays?
S100A4 inh HTS: -1; C2C12 statin: -21; PglD DTNB: -1; ERp5 inh: -2; DENV2 CPE rescue: -2; E-selectin induc: 0.8

What do the screens show for `Cc1ccc2nc(-c3ccc(Cl)cc3)c(Cc3cccc(Cl)c3)n2c1`?
SIRT5 block: -1; S100A4 inh HTS: 1; ERp5 inh: 1; DENV2 CPE rescue: -10; E-selectin induc: 0.0

How did N#Cc1cccc(-c2ccc([C@H]3[C@H]4CN(S(=O)(=O)c5ccccc5)CCCCN4[C@H]3CO)cc2)c1 do in these assays?
SIRT5 block: -1; S100A4 inh HTS: 14; C2C12 statin: -1; PglD DTNB: 0; ERp5 inh: 1; DENV2 CPE rescue: -4; E-selectin induc: -0.4

What do the screens show for `CC(C)C(=O)Nc1ccc(NC(=O)c2cccc3c(Br)cccc23)cc1`?
SIRT5 block: 0; S100A4 inh HTS: 0; C2C12 statin: -14; PglD DTNB: -3; ERp5 inh: -9; DENV2 CPE rescue: 2

What do the screens show for `CC1CN(Cc2cn(C)nc2-c2ccc(Oc3ccccc3)cc2)CCN1C` (centres undefined)?
SIRT5 block: 0; S100A4 inh HTS: 4; C2C12 statin: 6; PglD DTNB: 1; ERp5 inh: 2; DENV2 CPE rescue: 1; E-selectin induc: 0.0

Results for COc1cc(C(=O)N=c2sccn2C)c([N+](=O)[O-])cc1OC ?
SIRT5 block: -6; S100A4 inh HTS: -2; C2C12 statin: 17; PglD DTNB: -3; ERp5 inh: -8; DENV2 CPE rescue: 4; E-selectin induc: -0.2
